RBBP9 inhibitor: inhibitors of human serine hydrolase RBBP9; O75884; hit rate 0.2% among 220,000; inhibition, % at 7.94 µM; recombinant RBBP9, FP-Rh probe fluorescence polarization;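 active = inhibition above the campaign mean of all tested compounds plus 3 SD, cut at about 14% in these data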;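 note: plate controls were DMSO wells with RBBP9 for no effect and wells lacking RBBP9 protein for full effect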
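Controls: DMSO-treated enzyme wells and wells lacking RBBP9 | Material: RBBP9 protein | Technique: Fluorescence polarization | Replication: Single well per compound, no replicates | Buffer or medium: Tris-NaCl-Pluronic buffer, pH 8.0 | Timing: 30 min compound preincubation, 45 min probe labeling, 25 °C | Read-out basis: Percent inhibition from mP, scaled between DMSO and no-protein wells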
Runt-CBFb FRET: Runt domain-CBFb interaction inhibition; hit rate 0.46% among 220,000; Cerulean-Runt/Venus-CBFb FRET ratio 530/480, 1 h; inhibition, % at 20 µM; Q01196+Q13951;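 active = inhibition over about 50% at 20 µM in the single-dose screen, limit read from the data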;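 note: 0% = DMSO wells and 100% = excess unlabeled CBFb competitor control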
Target sequence (Q01196 whole entry, looked up, the tested form may be a part): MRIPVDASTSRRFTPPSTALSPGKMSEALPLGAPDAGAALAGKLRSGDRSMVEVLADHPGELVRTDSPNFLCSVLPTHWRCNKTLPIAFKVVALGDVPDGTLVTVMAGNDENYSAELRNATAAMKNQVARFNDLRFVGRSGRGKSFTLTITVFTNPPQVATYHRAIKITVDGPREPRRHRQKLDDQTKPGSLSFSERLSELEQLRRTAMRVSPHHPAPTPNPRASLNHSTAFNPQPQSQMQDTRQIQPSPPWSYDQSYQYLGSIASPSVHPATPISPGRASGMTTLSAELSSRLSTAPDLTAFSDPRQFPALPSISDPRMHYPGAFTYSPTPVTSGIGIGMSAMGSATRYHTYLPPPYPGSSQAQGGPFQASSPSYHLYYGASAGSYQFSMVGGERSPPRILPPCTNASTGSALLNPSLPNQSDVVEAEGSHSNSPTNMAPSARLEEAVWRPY
Target sequence (Q13951 whole entry, looked up, the tested form may be a part): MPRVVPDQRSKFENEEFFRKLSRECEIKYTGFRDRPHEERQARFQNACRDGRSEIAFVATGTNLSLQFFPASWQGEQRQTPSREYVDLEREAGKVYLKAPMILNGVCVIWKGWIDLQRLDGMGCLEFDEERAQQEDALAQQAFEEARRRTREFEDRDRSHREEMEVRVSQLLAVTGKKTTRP
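test system = Cerulean-tagged RUNX1 Runt domain (FRET donor) fusion protein | reagent = Venus-CBFb binding partner, 100 nM | incubation = protein complex preformed 1 h, compound exposure 1 h, room temperature, dark | detection = FRET fluorescence | read-out basis = loss of energy transfer signal | controls = 5 µM unlabeled CBFb as full-inhibition high control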
p97 inhibitor: blocks human p97 ATPase activity; P55072; recombinant p97 ATPase, Kinase-Glo ATP luminescence, 3 h; inhibition, % at 8 µM; hit rate 0.42% among 220,000; AID 1481; in the data active = inhibition above about 15%;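 note: 0% = DMSO vehicle and 100% = wells lacking enzyme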
NPY-Y2 PAM-ag: potentiates or activates human NPY-Y2 receptor; P49146; activation, % at 3.6 µM; hit rate 0.45% among 220,000; cells expressing NPY-Y2, potentiator/agonist read-out; AID 1359; in the data active = activation above about 27%;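 note: cells stimulated with NPY near EC25 plus isoproterenol at EC100; 0% = vehicle plus submaximal agonist and 100% = vehicle plus saturating agonist; some results beyond the cut were filed as inactive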
Target sequence (P49146 whole entry, looked up): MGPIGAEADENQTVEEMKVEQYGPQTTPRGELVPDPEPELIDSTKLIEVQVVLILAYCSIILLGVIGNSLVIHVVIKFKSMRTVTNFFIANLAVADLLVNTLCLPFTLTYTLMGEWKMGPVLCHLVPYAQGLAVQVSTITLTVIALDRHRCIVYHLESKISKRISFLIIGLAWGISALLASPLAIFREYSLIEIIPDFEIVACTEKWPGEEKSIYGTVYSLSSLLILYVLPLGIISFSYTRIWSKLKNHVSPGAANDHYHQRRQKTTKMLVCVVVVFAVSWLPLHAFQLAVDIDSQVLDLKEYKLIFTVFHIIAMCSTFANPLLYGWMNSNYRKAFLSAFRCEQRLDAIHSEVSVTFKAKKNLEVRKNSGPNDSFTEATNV
NPY-Y1 antag: NPY-Y1 (human) receptor antagonism; P25929; HEK293-CNG Y1 cells, membrane potential fluorescence; NPY at EC95, then isoproterenol; inhibition, % at 3.6 µM; hit rate 1% among 200,000;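 active = inhibition above the campaign mean inhibition of all tested compounds plus 3 SD, cut at about 20% in these data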;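 note: 0% = DMSO wells given NPY plus isoproterenol and 100% = isoproterenol alone without NPY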
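Material: HEK293 Y1/CNG channel cell line; also added: NPY (25 nM), isoproterenol (1 µM), Ro 20-1724 (25 µM); doses: one concentration, 3.6 µM, in 0.4% DMSO; schedule: compound incubation 1 h at room temperature, readout 45 min post-stimulation; technique: membrane potential fluorescence; measure: fluorescence ratio normalized to % inhibition between controls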
Runt-SMMHC FRET: blocks binding of human RUNX1 Runt domain to CBFb-SMMHC. Q01196+Q13951. Cerulean-Runt/Venus-CBFb-SMMHC FRET ratio 530/480, 1 h. inhibition, % at 20 µM. hit rate 0.74% among 220,000;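 active = mean inhibition across duplicate retests at 20 µM reaching about 50%, limit read from the data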;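 note: 0% = DMSO wells and 100% = wells with excess untagged CBFb-SMMHC; inhibitors lower the FRET ratio by blocking Runt binding to CBFb-SMMHC; some results filed as inactive read as strong as hits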
Hck-Nef inh: human Hck-Nef kinase inhibition. P08631. Recombinant Hck-YEEI plus Nef, Z-Lyte FRET kinase assay. inhibition, % at 20 µM. hit rate 0.68% among 220,000. AID 463187;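 active = Hck-Nef kinase inhibition above about 50%, limit read from the data; inactive = inhibition below that limit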;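 note: 0% = DMSO with Hck plus Nef and 100% = Hck alone without Nef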
MDM2 E3 inh: blocks human Mdm2 ubiquitin ligase activity; hit rate 0.11% among 210,000; Q00987; AID 1230; signal enhancement, % at 5 µM; cell-based MDM2 ubiquitination luciferase reporter, 2 h; 0 = plate control, 100 = twice control, blank-subtracted;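 active = signal enhancement of 30% or more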;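 note: luminescence tracks abundance of the self-degrading MDM2-luciferase fusion protein; higher signal means inhibition of MDM2 E3 ligase activity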
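Assay system: stable mammalian line carrying autodegrading MDM2–luciferase fusion reporter; amount: 2000 cells seeded into each well; buffer or medium: DMEM; benchmarks: plate control and blank wells; signal: luciferase luminescence; timing: 2 h compound exposure at 37 °C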
NPY1 pot ag: potentiates or activates human NPY-Y1 receptor; NPY-Y1 expressing cells, potentiator/agonist activation; activation, % at 3.6 µM; AID 1304; hit rate 0.37% among 220,000; P25929; in the data active = activation above about 33%, passing the limit was not always enough;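 note: cells stimulated with NPY at EC10 then isoproterenol at EC100; 0% = low agonist plus stimulus and 100% = saturating agonist plus stimulus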
* marks the source's active call; other numbers are inactive results; nt = no result given.

SMILES	RBBP9 inhibitor	Runt-CBFb FRET	p97 inhibitor	NPY-Y2 PAM-ag	NPY-Y1 antag	Runt-SMMHC FRET	Hck-Nef inh	MDM2 E3 inh	NPY1 pot ag
COc1ccc(C(C)=O)cc1CN1C(=O)C(C)N(c2ccc(C)cc2)C1=O (stereo unspecified)	0	-6	-2	-11	-1	-3	2	-10	-12
Cc1cc(-n2cccn2)ccc1CN1CCN(CC(C)C)C(CCO)C1 (stereo unspecified)	1	0	3	2	nt	2	10	-20	15
CC(=O)c1c(C)[nH]c(C(=O)OCc2ccc(Br)cc2)c1C	-9	-1	2	-8	-1	1	23	0	-15
COc1ccc(NC(=O)c2ccc(Cl)c(NC(=O)c3ccncc3)c2)cc1	-7	-3	-5	-13	-2	-2	10	-1	-1
CC(=O)Nc1ccc(S(=O)(=O)Nn2cnnc2)cc1	-2	0	-3	-4	-1	-3	19	-15	-16
CCN(CC)c1ccc(C(=O)OCC(=O)NC2CCCCC2C)cc1 (stereo unspecified)	3	-2	0	13	-5	2	0	-17	6
CC1CN(c2ccc(C(F)(F)F)cc2[N+](=O)[O-])CCN1S(C)(=O)=O (stereo unspecified)	-10	-4	-1	-3	-5	1	2	-3	-5
OCC1(Cc2cccc(F)c2)CCN(Cc2ccc3cccc(F)c3n2)CC1	0	nt	4	-18	10	nt	18	14	-13
O=C(CSc1ccc(-c2ccco2)nn1)NCCc1ccccc1	1	11	1	0	7	5	16	6	7
Cc1cccc(OCCCC(=O)Nc2ccc(S(N)(=O)=O)cc2)c1	-3	-2	17*	-1	3	0	14	0	14
Cc1cc(OCCN2CCCC2)ccc1[N+](=O)[O-]	-5	0	4	-10	1	1	6	-8	-9
Cn1cnc2cc(OC(=O)c3ccccc3)ccc21	-4	1	-2	-15	1	1	0	-27	1
CN1CCCN(S(=O)(=O)c2cccc(Cl)c2Cl)CC1	-1	0	5	14	1	0	22	2	20
CC(C)CC1(C(=O)O)NC(c2ccccc2O)C2C(=O)N(C(C)C)C(=O)C21 (stereo unspecified)	-1	4	-10	-9	2	-3	13	-4	-30
COc1ccc2c(c1)C(C)=CC(C)(C)N2C(=O)C(C)N1C(=O)c2ccccc2C1=O (stereo unspecified)	-6	-1	-4	-19	10	3	0	5	4
Cc1nc2nc(Cc3ccccc3)nn2c(C)c1Cl	-2	0	3	-4	3	-8	1	4	13
Cc1cccc(C2c3[nH]c4ccccc4c3CCN2C(=O)c2cc(CC(C)C)nc(C)n2)n1 (stereo unspecified)	-6	-6	-1	24	-2	-1	1	-6	18
CCN1C(=O)C2C(C1=O)N1C(c3cccs3)C3C(=O)N(CC)C(=O)C3N1C2c1cccs1 (stereo unspecified)	-5	-1	1	5	5	3	2	5	19
Cc1ccc(-c2nn(CC(=O)NC(C)c3ccccc3)c(=O)c3ccccc23)cc1 (stereo unspecified)	-5	-5	3	5	2	-2	2	-58	5
NC1=NC[C@H](c2ccccc2)N1CCc1cc(C(F)(F)F)cc(C(F)(F)F)c1	nt	0	nt	nt	nt	-2	23	4	nt
CC(C)CC(=O)Nc1cc2nn(-c3ccccc3)nc2cc1Cl	1	2	2	0	-1	0	1	-18	-12
COCCn1c(=NC(=O)c2ccc3c(c2)OCO3)c(C#N)cc2c(=O)n3cccc(C)c3nc21	-7	105*	-3	-14	2	118*	2	1	23
Cc1ccc(C(=O)Nc2ccccc2)cc1S(=O)(=O)Nc1ccc(Cl)cn1	-11	-1	5	2	-3	-7	19	-5	13
O=C(CN1C(=O)c2cccc3cccc1c23)Nc1ccccc1	-7	-40	4	4	8	-46	27	-8	5
COc1ccc2oc(=O)c(C(=O)N3CCN(c4ccc(F)cc4)CC3)cc2c1	-4	-1	2	-2	6	2	7	-9	10
CCn1c(=O)c(C(=O)Nc2ccsc2C(=O)OC)c(O)c2ccccc21	-4	1	-2	-10	7	-5	2	-9	13
COc1cc(NC(=S)NCCc2ccccc2)c(OC)cc1NC(=O)C(C)C	-5	12	-3	20	nt	-2	23	nt	13
CC(=O)Nc1ccccc1C(=O)C(=O)Nc1cccc(C(=O)NCc2ccc(C)cc2)c1	-10	-2	0	-7	-3	-4	0	nt	-12
O=C(COC(=O)Cc1ccc(S(=O)(=O)N2CCOCC2)s1)NCc1ccccc1	-8	-2	-6	-7	2	-4	-1	8	6
COc1cc2c(cc1OC)C(C)N(C(=O)c1nccnc1C(=O)O)CC2 (stereo unspecified)	-5	1	4	-6	nt	2	15	-9	-1
NC(=S)Nc1cccc(F)c1	-11	2	-1	-2	nt	2	7	-4	3
CC(=O)N/C(=C/c1ccc(Cl)cc1)C(=O)NCCc1c[nH]c2ccccc12	-3	-4	1	1	1	3	2	-5	5
CSc1nnc(C2CCCN2)n1C (stereo unspecified)	3	2	4	7	-1	-64	1	-11	25
CC(C(=O)NC1CCCC1)N(C(=O)c1snc(C(N)=O)c1N)c1ccc2c(c1)OCCO2 (stereo unspecified)	-3	1	6	-8	-4	3	11	-7	0
Cc1oc(-c2cccs2)nc1CN1CCC(C(=O)N2CCCC2)CC1	0	-2	0	10	-1	1	4	2	-3
C=CCOC(=O)CCCC(=O)NC1CCCCC1	1	0	9	2	-5	-2	5	-1	-13
O=C(Oc1cccc(/C=N/Nc2nc(N3CCOCC3)nc(N3CCOCC3)n2)c1)c1ccco1	-1	nt	-6	-10	0	1	1	-15	-3
CN(C)/C=N/S(=O)(=O)c1cccn1-c1ncc(C(F)(F)F)cc1Cl	-3	2	3	8	9	-2	4	-12	22
O=C(Nc1ccc(F)cc1)c1cc(Cl)sc1Cl	-6	0	0	-20	3	4	17	-89	-4
Cc1cccc(C)c1NC(=S)Nc1ccc(Cl)c(Cl)c1	1	4	3	-3	5	-4	23	29	-4
Cc1ccc(NC(=O)c2ccccc2-c2ccc(C(F)(F)F)cc2)cc1S(=O)(=O)N1CCOCC1	-5	-3	0	-8	10	-1	-1	-1	-44
CC(C)(C)OC(=O)N1CCC(C(=O)N[C@@H](Cc2ccccc2)C(=O)O)CC1	-3	0	-1	-12	-2	2	0	-9	-2
CCOC(=O)c1ccc(Oc2nc(OC)nc(N(C)C)n2)cc1	-4	-1	1	-5	-1	-6	-5	-2	-16
Cc1cc(NC(=O)CCC(=O)N(Cc2ccccc2)C2(C(=O)NC3CCCCC3)CCCC2)no1	-5	-2	-1	7	5	-5	15	-21	6
CCc1ccc(C(C(=O)NCc2ccc(OC)cc2)N(CCOC)C(=O)Cc2cccs2)cc1 (stereo unspecified)	-11	-2	-1	13	13	0	0	-13	22
COc1ccc(-c2nc(CN3CCN(c4ncnc5ccccc45)CC3)c(C)o2)c(OC)c1	-4	-5	3	11	1	4	19	-18	16
CCOC(=O)N1CCC(N2C(=O)c3ccccc3C2Nc2cccnc2)CC1 (stereo unspecified)	-5	1	-4	13	-4	-10	-8	-34	5
C(=N\N(c1ccccc1)c1ccccc1)/c1ccc2c(c1)OCO2	2	-1	10	3	14	4	0	5	-6
Oc1csc(Cc2nc(-c3ccc(-c4ccccc4)cc3)cs2)n1	-8	-14	-2	-12	-2	-50	0	-11	5
COc1ccc(CNC(=O)Nc2cccc(C)c2)cc1	-7	-3	1	6	-2	3	3	-30	-20
CCOC(=O)N1CCC(NC(=O)Cn2nc(-c3ccccc3)ccc2=O)CC1	5	-1	3	-6	-3	2	-9	-6	-4
CC(=O)NCCC1CCCCN1Cc1nc(Cc2cccc(C(F)(F)F)c2)no1 (stereo unspecified)	-1	-3	0	12	1	-1	3	8	-5
CCOc1cc(C(=O)OCC(=O)Nc2c(C)cccc2C)ccc1OCC(=O)N1CCOCC1	-8	0	2	-8	-3	5	2	11	-2
O=C(C1=C[C@@H](c2ccc(Br)cc2)C[C@@H](OCc2ccc(CO)cc2)O1)N1CCN(Cc2ccc3c(c2)OCO3)CC1	-10	-5	6	-4	-1	-4	-6	nt	2

A different layout for some results above:
canonical_smiles,RBBP9 inhibitor,Runt-CBFb FRET,p97 inhibitor,NPY-Y2 PAM-ag,NPY-Y1 antag,Runt-SMMHC FRET,Hck-Nef inh,MDM2 E3 inh,NPY1 pot ag
Cc1ccc(NC(=O)c2ccccc2-c2ccc(C(F)(F)F)cc2)cc1S(=O)(=O)N1CCOCC1,-5,-3,0,-8,10,-1,-1,-1,-44
CC(C)(C)OC(=O)N1CCC(C(=O)N[C@@H](Cc2ccccc2)C(=O)O)CC1,-3,0,-1,-12,-2,2,0,-9,-2
CCOC(=O)c1ccc(Oc2nc(OC)nc(N(C)C)n2)cc1,-4,-1,1,-5,-1,-6,-5,-2,-16
Cc1cc(NC(=O)CCC(=O)N(Cc2ccccc2)C2(C(=O)NC3CCCCC3)CCCC2)no1,-5,-2,-1,7,5,-5,15,-21,6
CCc1ccc(C(C(=O)NCc2ccc(OC)cc2)N(CCOC)C(=O)Cc2cccs2)cc1 (stereo unspecified),-11,-2,-1,13,13,0,0,-13,22
COc1ccc(-c2nc(CN3CCN(c4ncnc5ccccc45)CC3)c(C)o2)c(OC)c1,-4,-5,3,11,1,4,19,-18,16
CCOC(=O)N1CCC(N2C(=O)c3ccccc3C2Nc2cccnc2)CC1 (stereo unspecified),-5,1,-4,13,-4,-10,-8,-34,5
C(=N\N(c1ccccc1)c1ccccc1)/c1ccc2c(c1)OCO2,2,-1,10,3,14,4,0,5,-6
Oc1csc(Cc2nc(-c3ccc(-c4ccccc4)cc3)cs2)n1,-8,-14,-2,-12,-2,-50,0,-11,5
COc1ccc(CNC(=O)Nc2cccc(C)c2)cc1,-7,-3,1,6,-2,3,3,-30,-20
CCOC(=O)N1CCC(NC(=O)Cn2nc(-c3ccccc3)ccc2=O)CC1,5,-1,3,-6,-3,2,-9,-6,-4
